KB-3-1 tox: qHTS assay for MDR1-selective chemotherapeutics: Primary screen using the parental adenocarcinoma cell KB-3-1; Potency, µM (titrated, usually from 46.1 µM), for the others: at the top dose activity change, negative = cytotoxic, hits mostly cytotoxic; AID 1347075, 2019; KB-3-1 viability, CellTiter-Glo ATP luminescence, 72 h; actives 1.4% (n = 400,000); also: potency is read from the fitted curve at half-maximal effect; % is scaled to controls: 0 for no effect and ±100 for the full control effect; nearly all actives have a fitted effect of over 60% in size
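Cytotoxicity measured as CellTiter-Glo luminescence after 72 h at 37 C. Compound titrations were pinned onto drug-naive KB-3-1 parental adenocarcinoma cells grown in DMEM with 10% FBS, and normalized data fitted to concentration-response curves.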
SW480 rerep: A quantitative high throughput screen for small molecules that induce DNA re-replication in SW480 colon adenocarcinoma cells. actives 1.8% (n = 340,000). Potency, µM (series often up to 46.1 µM), for the others: at the top dose re-replication activation, usual class: activators. SW480 DNA re-replication, Hoechst DNA content imaging, 48 h; also: potency is read from the fitted curve at half-maximal effect; % of control where 0% means no effect; nearly all actives have a fitted effect of over 55% in size
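Image-based DNA-content assay: after two days of treatment, nuclei were labelled with the DNA dye Hoechst and imaged, and hits were compounds raising the count of nuclei showing high fluorescence intensity.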
KB-V1 cytotox: qHTS assay for MDR1-selective chemotherapeutics: Primary screen using the drug-selected MDR subline cells KB-V1; Potency, µM (doses to about 46.1 µM), without a hit: top-dose activity change, negative = cytotoxicity, actives largely listed as cytotoxic; KB-V1 MDR cells viability, CellTiter-Glo, 72 h; actives 3.4% (n = 400,000); also: potency is read from the fitted curve at half-maximal effect; % is scaled to controls: 0 for no effect and ±100 for the full control effect; nearly all actives have a fitted effect of over 60% in size
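KB-V1 cells (P-gp-expressing MDR subline of KB-3-1) in phenol-red-free DMEM with 10% FBS were exposed to library compounds over a concentration series for 72 h at 37 degrees C. Viability read by CellTiter-Glo luminescence; concentration-effect curves fitted after normalization.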
D3 ag: qHTS of D3 Dopamine Receptor Agonist: qHTS; D3R DiscoveRx beta-arrestin cells, luminescence, 90 min; max activation, %; actives 0.58% (n = 410,000); in the data active = max activation above about 30%; also: 0% is about no effect; mostly tested at two doses, the higher about 12 µM
Target sequence (P35462 whole entry, looked up): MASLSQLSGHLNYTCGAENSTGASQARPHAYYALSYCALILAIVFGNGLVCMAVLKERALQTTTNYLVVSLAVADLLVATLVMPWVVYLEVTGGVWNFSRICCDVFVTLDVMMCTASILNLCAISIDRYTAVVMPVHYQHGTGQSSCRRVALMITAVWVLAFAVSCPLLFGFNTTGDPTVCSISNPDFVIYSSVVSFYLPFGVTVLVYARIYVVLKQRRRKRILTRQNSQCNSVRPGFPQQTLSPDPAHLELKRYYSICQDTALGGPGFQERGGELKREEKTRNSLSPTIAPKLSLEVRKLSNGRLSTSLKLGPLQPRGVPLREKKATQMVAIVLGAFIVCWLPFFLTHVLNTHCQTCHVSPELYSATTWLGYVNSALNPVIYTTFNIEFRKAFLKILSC
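Agonist-mode cell screen: cells plated at 1500/well and incubated overnight at 37 °C, then exposed to library compounds for 90 min at 37 °C. Detection reagent was added for 30–60 min at room temperature, and luminescence was read.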
GLP1R cytotox: qHTS of GLP-1 Receptor Inverse Agonists: Cytotox Screen. HEK293 cAMP-luciferase reporter cells, luminescence, 24 h. Potency, µM (top dose mostly 38.3 µM), for the others: at the highest dose activity change, negative = inhibition, hits mostly inhibitors. actives 0.13% (n = 410,000);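 also: loss of luciferase light is scored as toxicity; potency is read from the fitted curve at half-maximal effect; % is scaled to controls: 0 for no effect and ±100 for the full control effect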
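Here, cytotoxicity is scored as loss of luminescence. The MLSMR collection was tested on cells seeded in medium containing 10% Nu serum, with a 24 hr compound exposure preceded by 12 hours of culture.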
HT1080NT lethal: qHTS for induction of synthetic lethality in tumor cells producing 2HG: qHTS for the HT-1080-NT fibrosarcoma cell line | HT-1080-NT fibrosarcoma viability, CellTiter-Glo ATP luminescence, 48 h | Potency, µM (top dose mostly 46.1 µM), without a hit: at the highest dose activity, negative = less viability, usual class: cytotoxic | actives 1.6% (n = 360,000);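 also: NT is the 2HG producing partner of a matched IDH1 knockdown line; potency is read from the fitted curve at half-maximal effect; 0% = DMSO-treated cells and -100% = media-only wells without cells; nearly all actives have a fitted effect of over 55% in size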
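Fibrosarcoma NT cells, 750 per well in 5% FBS RPMI, were exposed to compound for 48 hours. Viability: CellTiter-Glo luminescence.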
IL1B secr inh: qHTS for Inhibitors of Inflammasome Signaling: IL-1-beta AlphaLISA Primary Screen | THP-1 LPS/ATP IL-1B secretion, AlphaLISA, 16 h; stronger effect = lower value | activity change, % at 57.5 µM | actives 4.7% (n = 360,000); in the data active = activity change below about -50%; inconclusive = mostly about -30% to -49%; also: % is scaled to controls: 0 for no effect and ±100 for the full control effect
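THP-1 cells pretreated 1 hr with compounds (up to 57.5 uM final), then stimulated with LPS (250 ng/mL final) plus ATP (1.25 mM final); secreted IL-1B measured by AlphaLISA after 16 hr, decreased signal indicating inhibition.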
MCF10A rerep: A quantitative high throughput screen for small molecules that induce DNA re-replication in MCF 10a normal breast cells | MCF 10A DNA re-replication, Hoechst nuclear intensity, 48 h | Potency, µM (series often up to 46.1 µM), for the others: top-dose activity, positive = re-replication, hits mostly activators | AID 624296, 2012 | actives 2.9% (n = 350,000); also: potency is read from the fitted curve at half-maximal effect; % of control where 0% means no effect; nearly all actives have a fitted effect of over 50% in size
HT1080 IDH1KD tx: qHTS for induction of synthetic lethality in tumor cells producing 2HG: qHTS for the HT-1080-IDH1KD cell line. AID 686971, 2013. Potency, µM (highest dose often 46.1 µM), for inactives: at the highest dose activity, negative = toxicity, actives largely listed as cytotoxic. HT-1080 IDH1 knockdown viability, ATP luminescence, 48 h. actives 2% (n = 360,000);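 also: potency is read from the fitted curve at half-maximal effect; 0% = DMSO wells and -100% = cell-free medium wells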
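Using the IDH1-knockdown HT-1080 line run in the same batch and compound series as the NT line, viability after 48 h at 37 °C was determined by CellTiter-Glo luminescence and expressed as % activity.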
* marks the source's active call; other numbers are inactive results; ? = inconclusive; . = no result given; [ ] = another dose, or the depositor's remark. Unless noted, calls follow the shape of the dose curve; as a rule, active = well fitted curve in the direction sought with a large enough effect; inconclusive = small, poorly fitted or top-dose-only effect, or another doubt; inactive = no such curve, though single readings can be large; an effect the other way counts as inactive or inconclusive.

SMILES	KB-3-1 tox	SW480 rerep	KB-V1 cytotox	D3 ag	GLP1R cytotox	HT1080NT lethal	IL1B secr inh	MCF10A rerep	HT1080 IDH1KD tx
Cc1cccc(OC(=O)CCN2C(=O)C3C4C=CC(C5CC45)C3C2=O)c1C (configuration not stated)	1%	-99%[inhibitor]	?	4	0%	1%	-3	29%	2%
O=[N+]([O-])c1ccc(S(=O)(=O)Nc2ccc(S(=O)(=O)N3CCCC3)cc2)cc1	-10%	-4%	-17%	5	-11%	-4%	22	-1%	-8%
NC(=O)c1ccc(NC(=O)COC(=O)c2ccc(Br)c(S(=O)(=O)N3CCOCC3)c2)cc1	16%	1%	-6%	-10	16%	-6%	-60*	1%	1%
CCOC(=O)c1cnc2c(C)c(C)ccc2c1NCCN1CCOCC1	-14%	?	?	-6	-8%	-18%	?	14%	-25%
COc1ccccc1C(=O)Nc1c(C(=O)N2CCN(c3ccccc3F)CC2)oc2ccccc12	-10%	.	-16%	-1	17%	.	.	.	.
COc1ccc(OCC(=O)N/N=C2\CCCc3ccccc32)cc1	18%	10%	-28%	-5	2%	-6%	-7	-1%	-1%
COc1ccc(N2CC(C(=O)NCCC3=CCCCC3)CC2=O)cc1 (configuration not stated)	8%	-1%	5%	-1	6%	-4%	-12	-3%	-2%
O=Cc1c(NCc2ccccc2)c2ccccc2[nH]c1=O	7%	-8%	12%	-1	9%	3%	-6	?	4%
O=C1C=C(Nc2ccccc2C(=O)O)c2ccccc2C1=O	0%	36%	-3%	-8	?	?	47	30%	18µM*
CCOc1ccc(NS(=O)(=O)c2cc(C(=O)NCCN3CCOCC3)ccc2C)cc1	1%	-2%	1%	0	-8%	0%	4	-1%	-14%
Cc1cccc2cc(C#N)c(SCC(=O)N3CCC(C)CC3)nc12	-2%	2%	?	7	-1%	-8%	20	14%	-2%
C=CCN(c1ccc(C(=O)Nc2ccc(NC(C)=O)cc2)cc1)S(C)(=O)=O	14%	2%	0%	3	-9%	1%	28	5%[9.22 µM]	-3%
CS(=O)(=O)N1N=C(c2ccco2)CC1c1ccc(Br)cc1 (configuration not stated)	-5%	4%	0%	2	-23%	3%	-4	1%	4%
Cc1ccccc1OCC(=O)NCC(C)(C)N1CCOCC1	0%	-45%[inhibitor]	-6%	2	-7%	9%	37	3%	5%
CC(C)CSc1nc2c(c(=O)[nH]c(=O)n2C)n1CC(O)COc1cccc2ccccc12 (configuration not stated)	-3%	-2%	0%	16	0%	-6%	40	29%	-7%
Cc1cc(C(=O)NNS(=O)(=O)c2ccc(C(C)(C)C)cc2)nn1C(C)(C)C	2%	-5%	-2%	-13	-29%	-2%	-3	1%	6%
COc1cccc(C(=O)Nc2nc(-c3nnn(-c4cccc(Cl)c4C)c3C)ns2)c1	15µM*	.	-12%	6	7%	.	.	.	.
CC1CN(c2nc(N(C)c3ccccc3)nc(N)c2[N+](=O)[O-])CC(C)O1 (configuration not stated)	?	3%	?	-6	-22%	-21%	24	21%	-1%
C#CCOCCOCCOCCNc1nc(N2CCN(C(=O)[C@H]([C@@H](C)CC)n3cc(CCCCN)nn3)CC2)nc(N2CCN(C(=O)[C@H](C)n3cc(CCCN=C(N)N)nn3)CC2)n1	0%	-21%	0%	0	4%	30%	23	-6%	1%
Cc1cn(CC(C)C)c(=O)n(-c2ccccc2)c1=O	?	-1%	?	-5	-2%	20%	13	-18%	26%
COc1cnc(-c2ccccn2)[nH]c1=O	-3%	-1%	2%	-9	1%	3%	-2	11%	20%
COc1ccccc1CNC(=O)C1CCCN(S(=O)(=O)c2cccc3nonc23)C1 (configuration not stated)	-12%	-18%	2%	1	5%	6%	7	0%	7%
O=C1C(Nc2ccccc2)=C(N2CCCCC2)C(=O)c2ccccc21	?	0%[9.22 µM]	-1%	-3	-11%	?	-3	?	?
CCOC(=O)C1(CCc2ccccc2)CCN(Cc2c(O)cccc2OC)CC1	?	17%	?	-29	-3%	?	-92*	?	33µM*
O=C(c1cnc2ccccn2c1=O)N1CCc2ccccc21	0%	-9%	0%	-12	4%	-4%	26	-9%	-4%
The listing continues:
SMILES	KB-3-1 tox	SW480 rerep	KB-V1 cytotox	D3 ag	GLP1R cytotox	HT1080NT lethal	IL1B secr inh	MCF10A rerep	HT1080 IDH1KD tx
COC(=O)c1cccc(Oc2cccc(Cl)n2)c1	0%	?	0%	1	-3%	-1%	4	-8%	10%
Cc1noc(C)c1COc1ccccc1C(=O)N1CCN(S(=O)(=O)c2cccc(Cl)c2)CC1	0%	-3%	?	-2	1%	-10%	-3	8%	-1%
N#Cc1ccccc1CSc1nnc(Cc2ccccc2)o1	-14%	-1%	?	-4	-1%	0%	?	2%	8%
COc1ccc(-c2nc3c4ccccc4ccn3c2Cc2cccc(Cl)c2)cc1OC	-8%	.	-6%	2	-10%	?	-10	.	?
CCOc1cccc(OCCOCCN2CCCC2)c1	0%	-4%	7%	-17	-1%	7%	-9	5%	8%
O=C(CCn1c(=O)c2ccccc2n(Cc2cccc(F)c2)c1=O)NCc1ccc2c(c1)OCO2	1%	.	12%	0	6%	.	.	.	.
O=C(NNC(=O)c1ccc(SCC2CCCO2)c([N+](=O)[O-])c1)c1ccc(F)cc1 (configuration not stated)	3%	-3%	-10%	-1	-2%	8%	-7	-8%	6%
COC(=O)CCCn1c(C)cc(C(=O)CCl)c1C	-13%	?	-29%	-1	-2%[0.307 µM]	21µM*	-93*	?	?
COc1cc(/C=C/C(=O)OCC(=O)c2ccccc2)cc(OC)c1OC	-4%	-11%	21%	7	4%	5%	19	-3%	0%
COc1ccc(CN2CCCCCC2)c(C)c1C	2%	-3%	13%	-36	4%	3%	9	-5%	-14%
C/C(N)=C(/C#N)C(=O)COC(=O)C1CCN(S(=O)(=O)c2cccs2)CC1	-5%	-7%	9%	10	-1%	3%	9	0%	2%
Cc1cccc(C2NS(=O)(=O)N=C2N)c1 (configuration not stated)	-1%	-8%	4%	-2	-11%	-6%	-24	-3%	-4%
CC(Oc1ccccc1F)C(=O)NNC(=O)CC(C)c1ccccc1 (configuration not stated)	12%	-2%	0%	0	-4%	-3%	0	2%	-3%
COc1ccc(-c2nc(CS(=O)CC(=O)NC3CCCC3)c(C)o2)cc1 (configuration not stated)	?	16%	-5%	4	-5%	-7%	-4	1%	6%
CCC(=O)Nc1nc2ccccc2n1Cc1ccccc1C	?	?	?	2	-17%	-26%	-56*	-7%	-23%
CC(C)(C)NC(=O)Cn1c(SCC(=O)N2CCCCCC2)nc2ccccc21	?	1%	?	26	2%	7%	-6	6%	5%
CCN(CC)C(=O)C1CCCN(c2ccc([N+](=O)[O-])cc2[N+](=O)[O-])C1 (configuration not stated)	0%	-6%	-3%	-1	-20%	-1%	-2	0%	-2%
Cc1cc(F)ccc1S(=O)(=O)N1CCCOC1CNC(=O)C(=O)NCc1cccnc1 (configuration not stated)	-6%	-3%	-4%	-1	13%	-1%	4	3%	-6%
O=C(C1=C[C@H](c2csc3ccccc23)C[C@H](OCCCCO)O1)N1CCN(Cc2ccc3c(c2)OCO3)CC1	?	-24%[9.22 µM]	?	-35	0%	-29%	-54*	?	?
Cc1ccc(-c2onc3ccc(C(=O)/C=C/N(C)C)cc23)cc1	11%	?	4%	11	7%	-13%	-25	?	?
Cc1nc2ccccc2c2c(N)c3ccccc3n12	15%	?	-4%	5	8%	?	0	0%	-9%
CCOC(=O)[C@H]1[C@H]2COc3ccc(Cl)cc3[C@@H]2N2C(=O)c3ccc(F)cc3NC(=O)[C@@]12C	0%	0%[9.22 µM]	1%	-6	-18%	-1%	?	1%	-11%
CC(C)(C)CC(=O)NCCCCCCNC(=O)CC(C)(C)C	1%	1%	11%	3	-9%	3%	-2	-1%	5%
CCCCNC(=O)CSc1nc2nc(C)c(Cc3ccccc3C)c(C)n2n1	-12%	.	-6%	-5	-3%	.	.	.	.
CC(=O)NC(CC(=O)Nc1cc(Cl)ccc1-n1cncn1)c1ccccc1 (configuration not stated)	-2%	1%	1%	-5	-3%	6%	16	10%	2%
COc1ccccc1C(CC(=O)N1CCCC1)c1ccc2c(c1)OCO2 (configuration not stated)	-3%	-113%[inhibitor]	?	0	-8%	-19%	-3	-42%[inhibitor]	0%
O=[N+]([O-])c1cn(Cc2ccc(Cl)cc2)cn1	-1%	-1%	5%	0	21%	-11%	3	1%	?
COC(=O)[C@@]12C[C@@H](CC(=O)NCc3ccc(OC)c(OC)c3)C(=O)N(Cc3ccc4c(c3)OCO4)C1=CCC(C)(C)C2	1%	.	?	-1	-9%	-6%	-28	.	-16%
CSc1ccc(CNC(=O)C2CCC(=O)N(CC3CCCCC3)C2)cc1 (configuration not stated)	0%	.	1%	-1	-12%	-13%	8	.	-6%

High-throughput results from PubChem.
